TWEAK-Fn14 inh = inhibitors of TWEAK-Fn14 signaling, primary screen, luciferase reporter cells, uHTS | TWEAK-stimulated Fn14 reporter cells, luciferase luminescence, 8 h | actives 2% (n = 360,000) | inhibition, % at 10 µM; in the data active = inhibition above about 50%
TROY signal inh = inhibitors of TROY-driven NF-kB signaling, primary screen, Q293 LMP1-TROYcd cells, NF-kB luciferase, uHTS; Q293 LMP1-TROYcd NF-kB luciferase reporter, 4 h; inhibition, % at 10 µM; actives 0.98% (n = 360,000); AID 1347056, 2019;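 active = compounds whose plate-normalised and pattern-corrected inhibition of the luciferase reporter signal at the single screening dose is 50% or more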
NCOA1 inh = SRC1 coactivator transcriptional activity inhibitors, primary screen, cell-based, luminescence | Nuclear receptor coactivator 1 (Homo sapiens), Q15788 | HEK293 GAL4-SRC1 luciferase reporter | inhibition, % at 3.6 µM | actives 0.12% (n = 360,000) | AID 588354, 2011;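 active = inhibition above the campaign mean plus 3 SD, with each screening campaign given its own cutoff, cut at about 60% in these data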;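 note: 0% = DMSO treated cells and 100% = gossypol at 36 µM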
Target sequence (Q15788 whole entry, looked up, the tested form may be a part): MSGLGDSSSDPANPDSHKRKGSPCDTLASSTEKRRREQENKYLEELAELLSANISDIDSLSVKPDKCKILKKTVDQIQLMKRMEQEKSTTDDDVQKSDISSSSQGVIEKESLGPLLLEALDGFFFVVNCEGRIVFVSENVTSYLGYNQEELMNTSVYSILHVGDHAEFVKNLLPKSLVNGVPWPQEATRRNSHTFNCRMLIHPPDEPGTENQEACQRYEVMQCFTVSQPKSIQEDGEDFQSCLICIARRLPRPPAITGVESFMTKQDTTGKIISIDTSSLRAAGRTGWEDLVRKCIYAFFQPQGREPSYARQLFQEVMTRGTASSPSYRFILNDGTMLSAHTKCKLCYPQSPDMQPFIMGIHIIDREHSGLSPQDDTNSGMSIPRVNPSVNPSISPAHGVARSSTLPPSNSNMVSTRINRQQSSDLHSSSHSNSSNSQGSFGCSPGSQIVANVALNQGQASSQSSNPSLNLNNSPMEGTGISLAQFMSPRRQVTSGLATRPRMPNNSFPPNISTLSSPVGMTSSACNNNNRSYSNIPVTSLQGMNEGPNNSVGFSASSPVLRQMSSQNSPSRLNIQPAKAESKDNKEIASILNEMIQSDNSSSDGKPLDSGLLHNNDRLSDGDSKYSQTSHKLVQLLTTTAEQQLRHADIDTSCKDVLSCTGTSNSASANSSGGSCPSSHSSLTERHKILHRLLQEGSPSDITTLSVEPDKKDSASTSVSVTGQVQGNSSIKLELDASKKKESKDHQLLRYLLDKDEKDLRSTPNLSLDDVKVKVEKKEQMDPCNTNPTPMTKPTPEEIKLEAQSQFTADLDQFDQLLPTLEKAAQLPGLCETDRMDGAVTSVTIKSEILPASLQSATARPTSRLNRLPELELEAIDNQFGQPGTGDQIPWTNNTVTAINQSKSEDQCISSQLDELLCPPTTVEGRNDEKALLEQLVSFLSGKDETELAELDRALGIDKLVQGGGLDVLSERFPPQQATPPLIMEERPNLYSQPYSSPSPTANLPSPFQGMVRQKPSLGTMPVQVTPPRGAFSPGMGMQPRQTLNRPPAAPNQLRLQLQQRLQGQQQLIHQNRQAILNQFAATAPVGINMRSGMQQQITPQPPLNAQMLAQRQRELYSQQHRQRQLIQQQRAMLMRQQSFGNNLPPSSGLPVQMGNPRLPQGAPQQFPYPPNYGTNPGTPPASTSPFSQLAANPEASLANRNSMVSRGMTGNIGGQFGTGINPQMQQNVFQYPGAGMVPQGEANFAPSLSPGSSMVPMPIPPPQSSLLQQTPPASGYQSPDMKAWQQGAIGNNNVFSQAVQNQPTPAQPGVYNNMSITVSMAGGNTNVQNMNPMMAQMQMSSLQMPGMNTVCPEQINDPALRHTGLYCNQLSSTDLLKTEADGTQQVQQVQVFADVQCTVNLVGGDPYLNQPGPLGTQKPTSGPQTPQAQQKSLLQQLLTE
CF NFkB inh = inhibitors of PAF-induced NF-kB signaling, primary screen, cell-based, GFP fluorescence, uHTS; KKLEB NF-kB-GFP reporter, GFP fluorescence overnight; inhibition, % at 5 µM; actives 0.86% (n = 360,000);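 active = at least 50% inhibition at 5 µM, scaled per plate between neutral and stimulator controls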;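 note: PAF is a Pseudomonas aeruginosa culture filtrate used as stimulus; plate controls were PAF-stimulated DMSO wells for no effect and unstimulated DMSO wells for full effect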
KKLEB tox = cytotoxicity in KKLEB CF airway cells, primary screen, cytotoxicity control for CF NF-kB inhibitor project, cell-based, uHTS, fluorescence assay plates; activity change (cytotoxicity), % at 5 µM; KKLEB CF airway cells viability, ATPlite luminescence, overnight; active compounds read low; cells stimulated with P. aeruginosa culture filtrate; actives 0.36% (n = 360,000);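 active = corrected activity change at or below -50% at 5 µM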
NR2F2 inh = NR2F2 transcriptional activity inhibitors, primary screen, cell-based, luciferase reporter, HEK293T, luminescence; COUP transcription factor 2 (Homo sapiens), P24468; HEK293T NGFI-A luciferase reporter; inhibition, % at 8.6 µM; actives 0.7% (n = 370,000);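 active = inhibition above a per-plate cutoff, mean inhibition of test wells between control levels plus 3 SD, cut at about 38% in these data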;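 note: cells cotransfected with COUP-TFII expression vector driving the NGFI-A reporter; 0% = median of COUP-TF2 test wells and 100% = reporter-only cells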
LRH-1 inv ag = LRH-1 (NR5A2) inverse agonists, primary screen, cell-based, luminescence, HEK293T, StAR-luciferase reporter. Nuclear receptor subfamily 5 group A member 2 (Homo sapiens), O00482. LRH-1 transfected, 24 h. inhibition, % at 3.6 µM. actives 0.13% (n = 360,000);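 active = inhibition above the mean inhibition of all tested compounds plus 3 SD, cut at about 73% in these data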;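 note: 0% = DMSO wells and 100% = reporter-only cells lacking LRH-1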
NCOA2 inhibitor = inhibition of GAL4-SRC2 driven luciferase reporter, primary screen, SRC2 inhibitor project, cell-based, luminescence; AID 651957, 2012; inhibition, % at 9 µM; actives 0.17% (n = 370,000); Nuclear receptor coactivator 2 (Homo sapiens), Q15596; HEK293 GAL4-SRC2 luciferase reporter;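 active = inhibition above the mean inhibition of all tested compounds plus 3 SD, set per campaign, cut at about 52% in these data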;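 note: 0% = DMSO treated cells and 100% = cells given Gossypol at 36 µM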
C8 TRAIL sens = viability loss with TRAIL in NB7+C8 cells, primary screen, TRAIL sensitizer project, cell-based, ATPlite luminescence; inhibition (viability loss, TRAIL sensitization), % at 10 µM; actives 1% (n = 360,000);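 active = compounds causing at least 50% loss of cell viability in the single-dose screen, relative to plate controls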
EBV LMP1 NFkB = EBV LMP1-driven NF-kappaB luciferase reporter inhibitors, primary screen, cell-based, luminescence, single point; LMP1-induced NF-kappaB luciferase reporter cells; inhibition, % at 12.5 µM; actives 0.69% (n = 350,000); in the data active = inhibition above about 41%;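 note: 0% = neutral control wells and 100% = reference inhibitor control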
SRC3 inh = SRC3 coactivator transcriptional activity inhibitors, primary screen, cell-based, luminescence; AID 588352, 2011; Nuclear receptor coactivator 3 (Homo sapiens), Q9Y6Q9; inhibition, % at 3.6 µM; actives 0.17% (n = 360,000); HEK293 GAL4-SRC3 luciferase reporter;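 active = inhibition above a per-campaign cutoff, the mean of all compounds plus 3 SD, cut at about 60% in these data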;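 note: 0% = DMSO-treated cells and 100% = gossypol-treated cells at 36 µM; higher means less SRC3-driven luciferase light from the GAL4 reporter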
Active calls of the source: *; · = not tested or not shown. An excerpt; the hit share may differ from the screen's.

#1 C/C=C(\C)C(=O)N[C@@H](c1ccccc1)[C@@H](O)C(=O)O[C@H]1C[C@@]2(O)[C@@H](OC(=O)c3ccccc3)C3[C@](C)(C(=O)[C@H](O)C(=C1C)C2(C)C)[C@@H](O)C[C@H]1OC[C@@]31OC(C)=O (stereo partly specified)
#2 CCC(=NCCO)c1c(O)n(-c2ccc(Cl)cc2)c(=O)[nH]c1=O
#3 COc1cccc(CC(=O)N2CCN(Cc3cccc(Cl)c3)CC2)c1
#4 CC1CN(C(=O)CCC(=O)N2CCC3(CC2)OCCO3)c2cc(Cl)ccc2O1 (stereo unspecified)
#5 COc1ccc(F)cc1C(=O)C1CCCN(Cc2ccc(O)cc2)C1 (stereo unspecified)
#6 CC(=O)Cc1ccc(OC(C)C)cc1
#7 COc1ccc(CN2CC=C(c3ccc(F)cc3)CC2)cc1Br
#8 Cc1cc(Oc2cc(NN3CCCCC3)c([N+](=O)[O-])cc2[N+](=O)[O-])ccc1[N+](=O)[O-]
screen / no.	1	2	3	4	5	6	7	8
TWEAK-Fn14 inh	9	3	23	-7	2	-8	-5	13
TROY signal inh	17	-7	24	-7	-9	-2	7	0
NCOA1 inh	-3	-8	-14	11	15	-9	-15	8
CF NFkB inh	13	11	-9	-1	11	1	14	16
KKLEB tox	-12	9	4	15	-6	1	10	-1
NR2F2 inh	16	3	4	-2	9	11	2	-8
LRH-1 inv ag	23	3	7	-13	11	-7	4	14
NCOA2 inhibitor	-23	4	3	17	-19	18	-14	18
C8 TRAIL sens	17	10	-30	-10	3	2	-10	12
EBV LMP1 NFkB	18	-18	4	0	-3	-3	-2	-5
SRC3 inh	-7	1	-8	-12	8	20	-1	7

Six entries from above, with values under each structure:
Values run as follows: TWEAK-Fn14 inh	TROY signal inh	NCOA1 inh	CF NFkB inh	KKLEB tox	NR2F2 inh	LRH-1 inv ag	NCOA2 inhibitor	C8 TRAIL sens	EBV LMP1 NFkB	SRC3 inh
1) C/C=C(\C)C(=O)N[C@@H](c1ccccc1)[C@@H](O)C(=O)O[C@H]1C[C@@]2(O)[C@@H](OC(=O)c3ccccc3)C3[C@](C)(C(=O)[C@H](O)C(=C1C)C2(C)C)[C@@H](O)C[C@H]1OC[C@@]31OC(C)=O (stereo partly specified)
 : 9	17	-3	13	-12	16	23	-23	17	18	-7
2) CCC(=NCCO)c1c(O)n(-c2ccc(Cl)cc2)c(=O)[nH]c1=O
 : 3	-7	-8	11	9	3	3	4	10	-18	1
3) COc1cccc(CC(=O)N2CCN(Cc3cccc(Cl)c3)CC2)c1
 : 23	24	-14	-9	4	4	7	3	-30	4	-8
4) CC1CN(C(=O)CCC(=O)N2CCC3(CC2)OCCO3)c2cc(Cl)ccc2O1 (stereo unspecified)
 : -7	-7	11	-1	15	-2	-13	17	-10	0	-12
5) COc1ccc(F)cc1C(=O)C1CCCN(Cc2ccc(O)cc2)C1 (stereo unspecified)
 : 2	-9	15	11	-6	9	11	-19	3	-3	8
6) CC(=O)Cc1ccc(OC(C)C)cc1
 : -8	-2	-9	1	1	11	-7	18	2	-3	20

More records follow.
#9 CCOc1cc(/C=C2\C(=O)NC(=O)N(CCc3ccc(F)cc3)C2=O)ccc1O
#10 CCC1(CC)C(=O)NC(=O)N(c2ccccc2)C1=O
#11 COc1ccccc1N1CCN(Cc2c(F)cccc2F)CC1
#12 FC(F)(F)c1ccc2c(c1)NP(=S)(N1CCOCC1)c1nccn1-2 (stereo unspecified)
#13 Cc1ccc(N2C(=O)NC(=O)/C(=C/C=C/c3ccco3)C2=O)cc1
#14 C/C(=N/OC(=O)N(C)C)c1ncc(C(F)(F)F)cc1N1CCOCC1
#15 CC1=CC(=C2C(=O)NC(=S)NC2=O)C=C(C(F)(F)F)N1Cc1ccccc1
#16 CCOP(=O)(OCC)C(Cc1ccccc1)NC(C)=O (stereo unspecified)
screen / no.	9	10	11	12	13	14	15	16
TWEAK-Fn14 inh	-1	-6	-7	1	18	-15	-5	2
TROY signal inh	7	-2	8	12	3	8	21	-8
NCOA1 inh	2	-6	-20	0	-1	3	-3	-12
CF NFkB inh	-16	13	10	-4	81*	1	34	4
KKLEB tox	9	9	-1	3	-20	-1	-15	10
NR2F2 inh	15	-14	·	3	5	-2	-10	-1
LRH-1 inv ag	28	-16	-1	-1	-21	11	-2	7
NCOA2 inhibitor	7	0	·	0	13	12	16	8
C8 TRAIL sens	-2	-8	-3	-13	19	17	25	-1
EBV LMP1 NFkB	-22	3	4	-9	-8	-4	13	-1
SRC3 inh	12	14	-21	-23	-15	27	9	21

#17 Nc1ccc(Cc2ccc(N)cc2)cc1
#18 O=C1CC(C(=O)N2CCC3(CC2)OCCO3)CN1CCc1ccccc1 (stereo unspecified)
#19 Cc1cc(C)n2nc(C)[n+](C)c2n1
#20 ClC1=C(Cl)C2(Cl)C3C(Cl)C=CC3C1(Cl)C2(Cl)Cl (stereo unspecified)
#21 C1=C(CCNCc2ccccc2)CCCC1
#22 c1cncc(CNC2CCCCC2)c1
#23 CN1CCN(c2ccc([N+](=O)[O-])c(N3CCCCC3)c2)CC1
#24 NCC(CC(=O)O)C1CCCCC1 (stereo unspecified)
screen / no.	17	18	19	20	21	22	23	24
TWEAK-Fn14 inh	-22	-13	-4	1	3	-5	2	-12
TROY signal inh	4	10	-15	-7	-2	-6	-15	17
NCOA1 inh	9	1	-35	-3	1	18	2	12
CF NFkB inh	-12	4	-12	2	-1	-1	4	7
KKLEB tox	-1	6	5	4	3	-1	-2	-6
NR2F2 inh	0	3	-8	7	-2	11	16	·
LRH-1 inv ag	-5	4	-32	-14	-1	4	22	-6
NCOA2 inhibitor	9	-18	-5	-29	18	18	-22	·
C8 TRAIL sens	-16	-5	-7	-5	2	6	2	-7
EBV LMP1 NFkB	-4	0	-9	5	-6	5	-14	-19
SRC3 inh	7	5	4	2	10	11	-5	11

#25 C[C@H]1CC[C@H]2NCCN[C@H]2C1
#26 CCCCCn1c(=O)c(C(=O)Nc2ccccc2S(N)(=O)=O)c(O)c2ccccc21
#27 Clc1ccc2c(c1)C(OC1CN3CCC1CC3)c1ccccc1CS2 (stereo unspecified)
#28 COc1ccc(-n2c(O)c(C(C)=Nc3ccc4c(c3)CCC4)c(=O)[nH]c2=O)cc1
#29 CCN(CC)C(=O)c1ccc(NC(=O)c2cn(-c3ccccc3)nc2-c2ccc(OC)cc2)cc1
#30 Cc1ccc(N2C(=O)NC(=O)C(CCc3ccccn3)(Cc3ccc(F)cc3)C2=O)cc1 (stereo unspecified)
#31 NNC(=O)c1ccc(Cl)cc1
#32 CC(=NCCCn1ccnc1)c1c(O)n(-c2ccccc2)c(=O)[nH]c1=O
screen / no.	25	26	27	28	29	30	31	32
TWEAK-Fn14 inh	-5	59*	9	15	0	-48	-2	-2
TROY signal inh	17	36	-23	12	14	-13	-67	1
NCOA1 inh	-1	-4	5	6	-8	-4	-53	16
CF NFkB inh	12	1	1	1	-24	-2	7	-5
KKLEB tox	2	-17	-10	5	26	7	5	5
NR2F2 inh	-7	-13	5	-2	-10	5	-13	-4
LRH-1 inv ag	6	-6	10	11	5	19	6	0
NCOA2 inhibitor	13	-7	-5	2	-8	34	-42	5
C8 TRAIL sens	20	15	27	8	8	-5	-10	14
EBV LMP1 NFkB	0	23	-15	·	-1	2	4	4
SRC3 inh	0	5	12	-2	19	15	-42	16

#33 Clc1ccc(N2CCNCC2)nn1
#34 COc1ccc(-c2nc(CS(=O)CC(=O)N3CCC4(CC3)OCCO4)c(C)o2)cc1 (stereo unspecified)
#35 CCC(=Nc1ccc(OC)cc1OC)c1c(O)[nH]c(=O)[nH]c1=O
#36 c1ccc(C2(N3CCCCC3)CCCCC2)cc1
#37 C=CCN=C(SCC(=O)c1ccc(Cl)cc1)c1c(O)n(C)c(=O)n(C)c1=O
#38 O=C(Cc1ccccc1)N1CCN(Cc2ccccc2Cl)CC1
#39 CN1CCN(Cc2nc3ccccc3c(=O)[nH]2)CC1
#40 CC(=O)c1ccc2c(c1)OCO2
#41 COC(=O)C1=C(c2cccc(OC)c2OC)C[C@@H]2CC[C@H]1N2C(=O)NCCS(C)=O (stereo partly specified)
#42 Cc1cc(C)cc(N2C(=O)NC(=O)/C(=C/c3cccn3-c3ccc(Cl)cc3)C2=O)c1
screen / no.	33	34	35	36	37	38	39	40	41	42
TWEAK-Fn14 inh	7	-8	3	-2	-83	-2	-2	6	-1	104*
TROY signal inh	7	-8	-1	6	28	2	4	-1	-8	69*
NCOA1 inh	-7	11	-20	-5	1	14	15	3	-17	-4
CF NFkB inh	2	4	20	-13	22	-10	2	1	16	61*
KKLEB tox	5	6	-23	21	5	-3	-8	3	4	1
NR2F2 inh	13	3	-5	10	23	-7	4	-9	2	-3
LRH-1 inv ag	4	-8	0	-12	-4	16	4	3	8	13
NCOA2 inhibitor	6	-1	3	14	-16	16	-19	-21	6	-16
C8 TRAIL sens	0	-19	-8	-5	-18	1	6	-11	-3	11
EBV LMP1 NFkB	3	-9	5	-3	15	-1	-17	-2	-12	-10
SRC3 inh	4	-7	8	4	0	2	1	-1	-10	1

Bioassay records as filed in PubChem.
